Screening data: PubChem, National Center for Advancing Translational Sciences (NCATS)
TDP43 rescue = rescues yeast growth from TDP-43 toxicity; AID 652104; Potency, µM (series often up to 46.1 µM), for inactives: top-dose growth rescue (activation), usual class: activators; TDP-43 expressing yeast growth rescue, BacTiter-Glo, 24 h; 410,000 compounds, 1.8% hits; note: % of control where 0% means no effect; nearly all actives have a fitted effect of over 50% in size
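Cell-based yeast growth screen: TDP-43 expression induced in galactose, inoculum OD600=0.02 after raffinose pregrowth to mid-log. Read-out BacTiter-Glo luminescence at 24 hr, 30 deg C; inhibition of toxicity seen as signal increase.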
EPAC2 antagonist = blocks human EPAC2 exchange factor. Q8WZA2. EPAC2 GEF exchange of Rap1B-BODIPY-GDP, fluorescence. 360,000 compounds, 0.18% hits. Potency, µM (top dose mostly 114 µM), for inactives: at the top dose activity, negative = inhibition, usual class: inhibitors; note: % is set by controls: 0 for no effect and ±100 for the full control effect; nearly all actives have a fitted effect of over 45% in size; many of its hits are not listed in these tables
EPAC1 antag = EPAC1 (human) antagonism; O95398; EPAC1 GEF assay, Rap1b-BODIPY-GDP exchange fluorescence; Potency, µM (top dose mostly 115 µM), inactives show at the top dose activity change, negative = inhibition, actives largely listed as inhibitors; 360,000 compounds, 0.14% hits;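 note: plate controls were vehicle for no effect and positive control for full effect; nearly all actives have a fitted effect of over 50% in size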
EPAC1 ag = agonists of human EPAC1; EPAC1 agonist qHTS, biochemical assay; response scale: 100% = response to 6.5 mM cAMP; O95398; 360,000 compounds, 0.073% hits; Potency, µM (series often up to 154 µM), for inactives: top-dose activation, hits mostly activators; note: nearly all actives have a fitted effect of over 60% in size
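Multi-concentration qHTS readout: loss of Rap1B-bound BODIPY-GDP fluorescence driven by 100 nM EPAC1 with excess GDP (50 uM), monitored kinetically at room temperature; agonist response expressed relative to 6.5 mM cAMP.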
aSyn rescue = inhibitors of alpha-synuclein toxicity in yeast; Yeast expressing alpha-synuclein, growth rescue, BacTiter-Glo, 24 h; 370,000 compounds, 0.14% hits; Potency, µM (titrated, usually from 46.1 µM), for inactives: top-dose growth rescue (activation), hits mostly activators; note: % of control where 0% means no effect; nearly all actives have a fitted effect of over 65% in size
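Galactose-induced alpha-syn yeast (OD600=0.02, raffinose-pregrown) + pinned cpd, 24 hr, 30 deg C; growth by BacTiter-Glo luminescence. Growth restoration scores as activation.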
EPAC2 ag = activates human EPAC2 exchange factor | Q8WZA2 | EPAC2 activation, biochemical qHTS; response scale: 100% = 6.5 mM cAMP response | Potency, µM (series often up to 154 µM), without a hit: at the highest dose activation, actives largely listed as activators | 360,000 compounds, 0.079% hits | AID 720711; note: nearly all actives have a fitted effect of over 50% in size
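EPAC2 (100 nM) mixed with Rap1B loaded with BODIPY-GDP (250 nM) plus 50 uM unlabeled GDP; compounds pinned in, 5 min RT, then read every 5 min for 30 min (ex 480, em 540 nm). Normalized to cAMP control.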
PTHR1 ag = activates the human parathyroid hormone receptor PTHR1; Q03431; HEK293 GP2 PTHR1 cells, GloSensor cAMP luminescence, 1 h; Potency, µM (doses to about 115 µM), without a hit: top-dose activation, hits mostly activators; 410,000 compounds, 0.075% hits; note: nearly all actives have a fitted effect of over 55% in size; some results filed as inactive show a strong effect at the top dose; inactives centre near -15; many of its hits are not listed in these tables
Target sequence (Q03431 whole entry, looked up): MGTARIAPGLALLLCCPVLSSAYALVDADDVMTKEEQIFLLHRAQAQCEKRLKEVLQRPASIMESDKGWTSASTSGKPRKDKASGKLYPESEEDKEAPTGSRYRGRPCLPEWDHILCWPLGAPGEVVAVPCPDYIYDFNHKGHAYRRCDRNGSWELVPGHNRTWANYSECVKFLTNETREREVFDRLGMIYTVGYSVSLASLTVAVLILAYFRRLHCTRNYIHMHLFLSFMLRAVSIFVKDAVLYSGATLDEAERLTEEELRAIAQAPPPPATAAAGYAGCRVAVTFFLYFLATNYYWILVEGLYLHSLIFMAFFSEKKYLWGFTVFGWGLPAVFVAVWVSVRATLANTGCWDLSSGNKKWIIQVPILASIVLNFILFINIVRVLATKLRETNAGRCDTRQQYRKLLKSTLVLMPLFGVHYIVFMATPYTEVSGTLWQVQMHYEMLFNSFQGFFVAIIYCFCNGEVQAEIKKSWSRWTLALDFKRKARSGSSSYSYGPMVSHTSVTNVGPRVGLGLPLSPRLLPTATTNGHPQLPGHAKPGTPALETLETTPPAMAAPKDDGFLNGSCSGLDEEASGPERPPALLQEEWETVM
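HEK-293-derived GP2 cells expressing PTHR1 and a GloSensor cAMP reporter, 3,000/well, plated overnight, given luciferin plus IBMX (each 0.5 mM as added) for 1 h at 37 °C, then compound for 1 h at 37 °C. Luminescence was read after 15 min at room temperature.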
FUS suppressor = rescues growth of FUS-expressing yeast | S. cerevisiae FUS-expressing, growth rescue, OD600, 24 h | AID 1347120 | 390,000 compounds, 0.24% hits | Potency, µM (titrated, usually from 76.6 µM), for inactives: at the top dose growth rescue (activation), actives largely listed as activators;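 note: plate controls were DMSO vehicle for no effect and reference control for full effect; nearly all actives have a fitted effect of over 55% in size; some results filed as inactive show a strong effect at the top dose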
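S. cerevisiae expressing FUS from galactose induction served as the toxicity model. Growth after 24hr at 30C, read as absorbance at 600 nm, indicates suppression of toxicity; compounds dosed at several concentrations.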
The depositor's hits bear a star; i = inactive; ? = inconclusive; nt = not tested or not shown; & = joins results of further samples; [ ] = another dose, or the depositor's remark. Calls come from the whole dose curve; as a rule, active = well fitted curve in the direction sought with a large enough effect; inconclusive = small, poorly fitted or top-dose-only effect, or another doubt; inactive = no such curve, though single readings can be large; an effect the other way counts as inactive or inconclusive. Potency is the fitted concentration of half-maximal effect. Not all compounds are listed (hit frequency here may not be typical).

Sequence of screens: TDP43 rescue | EPAC2 antagonist | EPAC1 antag | EPAC1 ag | aSyn rescue | EPAC2 ag | PTHR1 ag | FUS suppressor
- CSc1ncccc1C(=O)Nc1nc(C(C)(C)C)cs1
    ? | -1% | -15% | -5% | -3% | 6% | i | -15%
- Cc1c(Nc2scc(-c3ccccc3)[n+]2-c2ccccc2)c(=O)n(-c2ccccc2)n1C
    ? | -9% | -17% | 4% | 0% | 6% | -38%[inhibitor] | 29%
- COc1ccc(C(=O)Nc2cnc(NC(=O)c3cccs3)cc2C)cc1
    -24% | 0% | 7% | -4% | 1% | 3% | i | 42%
- O=C(CSc1ccccc1)NC1CCCCCCC1
    -31%[inhibitor] | -3% | -20% | -9% | 11% | 11% | 11% | 26%
- CCn1c2ccccc2c2nc3cc(S(=O)(=O)N4CCOCC4)ccc3nc21
    2% | 8% | 12% | 11% | -35%[inhibitor] | 10% | -13% | ?
- COc1ccc(C2CC(=O)OC3=C2C(=O)CC(C)(C)C3)c(OC)c1 (centres undefined)
    nt | -8% | ? | 3% | -3% | 4% | i | 26%
- C=C(C)C(=O)Nc1cccc(C2=NOC3(C2)C[C@@H](C(N)=O)N(C(=O)C2(C)CC2)C3)c1 (some centres undefined)
    0% | 33%[activator] | -19% | 17% | -3% | -1% | i | 4%
- CC(Sc1nnc(-c2ccccc2)c(-c2ccccc2)n1)C(=O)Nc1ncc(Cl)cc1Cl (centres undefined)
    13% | -2% | -6% | 11% | 19% | 2% | -18% | nt
- COc1ccc(/C=N\NC(=O)c2ccccc2Br)cc1COc1ccc(F)cc1
    27% | 2% | 1% | 12% | -9% | 2% | -4% | nt
- CCc1nc2ccccc2n1CCC(=O)O
    -28% | -2% | 4% | 11% | 5% | 14% | -34%[inhibitor][57.5 µM] | -26%
- CC(=O)N1CCN(C(=O)c2ccc(-c3cccc(C(F)(F)F)c3)o2)CC1
    -11% | 21% | -7% | -1% | -1% | -1% | -20% | 11%
- CCN(CC)c1ccc(NC(=O)Cn2nnc(-c3cccc(OC)c3OC)n2)c(C)c1
    -19% | 3% | 11% | -4% | 3% | -8% | -20%[57.5 µM] | 13%
- COc1ccc(C(C)=NNC(=O)c2cccc(S(=O)(=O)N3CCCC3)c2)cc1
    -8% | -11% | -6% | -4% | 1% | 4% | i | 7%
- Cc1cccc(C)c1NC(=O)CCCN1CC(C)OC(C)C1 (centres undefined)
    -13% | 3% | -5% | 4% | -3% | -2% | i | -11%
- CC1CCCN(C(=O)CN2C(=O)c3ccccc3S2(=O)=O)C1 (centres undefined)
    -27% | 11% | 0% | 18% | -2% | 16% | -40% | nt
- Cc1ccc(C(=O)OCC(=O)Nc2ccc3[nH]c(=O)[nH]c3c2)cc1S(=O)(=O)N1CCOCC1
    14% | -3% | -18% | -57%[inhibitor] | 0% | -5% | i | 20%
- Cc1cccc(C)c1NC(=O)CN1CCN(C(=O)CN2C(=O)NC3(CCCCC3C)C2=O)CC1 (centres undefined)
    -2% | -18% | -5% | -11% | -2% | 2% | -23% | 8%
- COc1ccc(NC(=O)CCSc2ccc(C)cc2)cc1
    0% | 2% | 1% | 10% | -12% | 3% | -15% | nt
- CC(C)(C)c1cc(OC(=O)c2ccccc2F)ccc1O
    -60%[inhibitor] | ? | -13% | 6% | 5% | -4% | -39%[inhibitor] | 21%
- COc1ccccc1C1CC(=O)Oc2cc(C)cc(C)c21 (centres undefined)
    18% | ? | -6% | 0% | 1% | 4% | -25% | -16%
- CCCN(CCC)C(=O)Cn1c(=O)n(-c2ccc(CC)cc2)c(=O)c2ccc(C(=O)NCCc3ccccc3)cc21
    7% | nt | nt | nt | -1% | nt | -31%[inhibitor] | 25%
- O=C(CNC(=O)c1ccc(Cl)cc1)NC(CO)c1ccccc1 (centres undefined)
    -3% | 3% | 5% | 0% | -1% | 1% | i | -1%
- O=C(CCS(=O)(=O)c1ccc(Cl)cc1)N1CCCc2ccccc21
    6% | -11% | -29% | 8% | 3% | 9% | -20% | 18%
- CCOC(=O)c1cc(-c2ccccc2)sc1NC(=O)CCN1C(=O)c2ccccc2C1=O
    14% | -1% | -3% | 2% | -5% | 0% | i | 0%
- CCOc1ccc(N(C)S(=O)(=O)c2cc(-c3cc(C)no3)ccc2C(C)C)cc1
    1% | -10% | -18% | -4% | 5% | 3% | -84%[inhibitor] | 21%
- O=S(=O)(NCc1csc(-c2cccnc2)n1)c1ccc(Cl)s1
    0% | 6% | 8% | 1% | -4% | 3% | i | -12%
- O=C(NC(=S)NNC(=O)c1cccs1)c1ccccc1
    -14% | -1% | -3% | -1% | 9% | 1% | i | 11%
- CCN(CC)S(=O)(=O)c1cc(C(=O)OCC(=O)c2ccc3c(c2)NC(=O)CO3)ccc1Cl
    -29% | 8% | -14% | 10% | nt | 6% | 4% | 16%
- Cc1ccccc1CSc1nnc(-c2ccccn2)n1C
    -2%[1.82 µM] | 7% | -4% | 8% | 7% | 2% | i | -6%
- O=C1C(=O)N(Cc2cccc([N+](=O)[O-])c2)c2ccccc21
    -1% | 0% | -16% | 7% | 9% | 3% | -4% | 6%
- CCCCNC(=O)COC(=O)c1c2c(nc3ccccc13)/C(=C\c1cccs1)CC2
    20% | 12% | -6% | -14% | 3% | -7% | i | 29%
- CCOc1c(OC)cc(C2C(C#N)=C(N)Oc3n[nH]c(-c4ccncc4)c32)cc1OC (centres undefined)
    -1% | 2% | -2% | -2% | -6% | -6% | -24%[57.5 µM] | -6%
- CC(C)(C)c1ccc(C(=O)O)c(C(=O)c2ccccc2)c1
    -8% | -12% | -6% | -15% | 1% | -11% | i | -1%
- Cc1ccc2[nH]c(=O)c(CN(CCCN3CCOCC3)C(=O)Nc3ccc(Cl)cc3)cc2c1
    -5% | -2% | -12% | -6% | 0% | 10% | i | -2%
- CS(=O)(=O)c1nc(S(=O)(=O)c2ccc(Cl)cc2)c(N2CCC3(CC2)OCCO3)s1
    13% | -19% | -4% | 0% | 0% | 10% | i | 9%
- COc1ccc(CN2CCCC(CNC(=O)c3ccc(F)cc3)C2)c(F)c1 (centres undefined)
    -8%[0.397 µM] | 6% | ? | -13% | -5% | -3% | i | 2%
- Nc1nc(Nc2ccccc2)nc2c1ncn2[C@@H]1O[C@H](CO)[C@@H](O)[C@H]1O
    16% | -4% | -11% | -16% | -8%&0% | -5% | i | -48%
- O=C(CNC(=O)c1ccccc1F)NCc1ccccn1
    -2% | -4% | -6% | 3% | -7% | 0% | i | -18%
- COc1ccc(Cl)cc1S(=O)(=O)NC(C)C(=O)NCCCn1ccnc1 (centres undefined)
    8% | -2% | -9% | 14% | -2% | 6% | -7% | 25%
- COc1ccc(OC)c(C2C=C(c3ccc(C)c(C)c3)Nc3nnnn32)c1 (centres undefined)
    13% | 5% | 5% | -7% | -4% | 0%[15.6 µM] | i | -9%
- CC1(C(=O)NS(=O)(=O)c2ccc(C#N)cc2)CCN1C(=O)Cc1ccccc1Cl (centres undefined)
    26% | 13% | 6% | -8% | 0% | 3% | i | 2%
- COc1cc(OC)c(S(=O)(=O)Nc2ccc(C(=O)N3CCCC3)cc2)cc1NC(C)=O
    -1%[0.397 µM] | 20% | 8% | -5% | -19% | 4% | ? | 29%
- CCOC(=O)C1CCCN(C(=O)c2cc3nc(-c4cccc(OC)c4)cc(C(F)(F)F)n3n2)C1 (centres undefined)
    0% | -15% | 0% | 6% | 16% | 1% | -26%[57.5 µM] | ?
- CC1=C(C(=O)N(C)C)C(c2cccs2)NC(=O)N1 (centres undefined)
    -8% | -9% | -6% | 3% | -17% | 2% | i | 17%
- Cc1ccc(C)n1-c1nn(S(=O)(=O)c2cccc3cccnc23)c2cccc(F)c12
    -10% | ? | -27% | 5% | 2% | 14% | -25% | 28%
- COc1ccc(C2CC(=O)c3cnc(NC(=O)c4ccccc4)nc3C2)c(OC)c1 (centres undefined)
    -1% | ? | -11% | 2% | 1% | -6% | i | 8%
- Cc1ccc2nc(C3CCCN3Cc3nc(CCC(C)C)no3)[nH]c2c1 (centres undefined)
    -4% | -6% | -1% | 2% | -1% | -9% | -5% | 0%
- Cc1onc(-c2c(F)cccc2Cl)c1-c1nnc(-c2cccc3ccccc23)o1
    -5% | 1% | 2% | 6% | -4% | 11% | i | 15%
- Cn1c(=O)c(=O)n(C)c2cc(S(=O)(=O)NCCOc3ccccc3)ccc21
    -2% | 3% | 1% | 10% | -15% | 9% | 4% | 45%
- COc1ccc(NC(=O)C2CCN(S(C)(=O)=O)CC2)c(OC)c1
    16% | -1% | -3% | 16% | 1% | 8% | -2% | 0%
- COc1ccc(CCNC(=O)CCCc2ccccc2)cc1OC
    8% | 2% | 8% | 16% | -1% | 0% | i | -6%
- CCC(CC)C(=O)N(C)c1c(C)nc2c(OCC3CCCCC3)cccn12
    ? | -20% | -9% | -8% | 6% | -2% | -24% | 3%
- COC(C(=O)Nc1cccc(F)c1)c1ccccc1 (centres undefined)
    17% | -1% | 6% | 10% | 1% | 0% | i | 8%
- COC(=O)c1ccsc1NC(=O)c1ccccc1
    0% | -11% | -9% | 0% | -6% | 9% | i | -18%
- C=CCN(c1ccccc1Cl)S(=O)(=O)c1cc(C(=O)N2CCCC2)ccc1Cl
    10% | -15% | -10% | -1% | 5% | 7% | i | ?
- O=C(CSc1ncccc1-c1nc2ccccc2[nH]1)N1CCc2ccccc21
    12% | 9% | -7% | -7% | 1% | 4% | i | 14%
- O=[N+]([O-])c1ccc(CN2CCCCCC2)cc1
    6% | 10% | -11% | -7% | 2% | -1% | i | -7%
- COCCCNC(=O)C[C@H]1C[C@H](C(=O)N(C(C)C)C(C)C)[C@@]2(C)c3[nH]c4cc(CCC(=O)N(C)C)ccc4c3CCN2C1=O
    ? | -1% | -1% | 10% | -3% | 6% | i | 7%
- O=C(Nc1nccs1)C1CC(=O)N(CCc2ccc(F)cc2)C1 (centres undefined)
    -3% | -9% | 15% | 6% | -6% | 5% | i | -2%

Looked up above:
CC(C)(C)c1ccc(C(=O)O)c(C(=O)c2ccccc2)c1 – EPAC2 ag: -11%
Cc1ccc(C(=O)OCC(=O)Nc2ccc3[nH]c(=O)[nH]c3c2)cc1S(=O)(=O)N1CCOCC1 – aSyn rescue: 0%
